M. tuberculosis: growth inhibition of non-replicating M. tuberculosis (AID 488890); one-dose inhibition, % at 25 µM; IC50 in µM for titrated hits; actives 0.39% (n = 320,000); Mycobacterium tuberculosis non-replicating, growth inhibition; higher % means a stronger effect; in the data active = a potency from the dose series; inconclusive = inhibition mostly from about 82% at the one dose, without a potency; inactive = the rest, 99 in 100 with inhibition below about 76%;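 note: plate controls were DMSO cells for no effect and high antibiotic wells for full effect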
H37Rv inhibition: M. tuberculosis growth inhibition, HTS (AID 449762); M. tuberculosis H37Rv growth inhibition, 7H9 media; higher % means a stronger effect; inhibition, % at 25 µM; hits with a dose series show IC50 in µM; actives 0.59% (n = 330,000); in the data active = a potency from the dose series; inconclusive = inhibition above about 70% without an active follow-up result;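 note: bacterial growth assessed after seven days of incubation; strong numbers were not always called active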
Salmonella PhoP GFP: PhoP regulon inhibitors, Salmonella typhi PhoP promoter GFP reporter, confirmatory (AID 1850); actives 0.33% (n = 310,000); Salmonella Typhi PhoP-promoter GFP reporter, fluorescence, 4 h; higher % means a stronger effect; inhibition, % at 50 µM, or IC50 in µM where a hit was titrated; in the data active = a potency from the dose series; inconclusive = inhibition mostly from about 25% at the one dose, without a potency; inactive = the rest, 99 in 100 with inhibition below about 19%;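 note: 0% = induced wells with vehicle and 100% = uninduced wells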
influenza NS1A: NS1A inhibition, H1N1 influenza, cell based functional assay (AID 504329); NS1A functional cell-based assay, percent inhibition; higher % means a stronger effect; one-dose inhibition, % at 12.5 µM; IC50 in µM for titrated hits; actives 0.3% (n = 340,000); in the data active = a potency from the dose series; inconclusive = inhibition above about 27% without an active follow-up result; note: strong numbers were not always called active
inhibitors of VEEV: inhibitors of VEEV TC-83 cytopathic effect, confirmation, Vero cells (AID 588727). Vero cells, VEEV TC-83 cytopathic effect inhibition; higher % means a stronger effect. one-dose inhibition, % at 20 µM; IC50 in µM for titrated hits. actives 0.13% (n = 350,000); in the data active = a potency from the dose series; inconclusive = inhibition mostly from about 14% at the one dose, without a potency; inactive = the rest, 99 in 100 with inhibition below about 12%; note: strong numbers were not always called active
inhibitors of VEEV 10K pilot screen: recorded beside inhibitors of VEEV, whose call it bears; inhibition, %; measured here: 10K pilot screen inhibition
Starred values were filed as active, the others as inactive; i = inactive; ? = inconclusive; / = no result given; & = joins results of further samples.

SMILES	M. tuberculosis	H37Rv inhibition	Salmonella PhoP GFP	influenza NS1A	inhibitors of VEEV	others
C#CCN1C=CC(=O)[C@@H](OC(=O)NCCC)[C@H]1c1ccccc1Br	/	/	/	-11%	0.6%
S=C(NCCCn1ccnc1)Nc1cccc(Cl)c1	17%	-10%	19%	3%	0.3%
COc1ccc(NC(=O)CSc2nc(C)cs2)cc1OC	13%	1%	5%	1%	2.3%
CCN(c1ccccc1C(=O)O)S(=O)(=O)c1ccc2[nH]c(=O)[nH]c2c1	1%	-1%	14%	-13%	i
O=C(CSc1nc2ccccc2o1)Nc1nc2ccccc2s1	3%	-2%	10%	-6%	i
COCCn1c(SCC(=O)NCC2CCCO2)nc2c([nH]c3ccccc32)c1=O (centres undefined)	3%	-24%	-14%	-11%	1.1%
O=C(Oc1cccc(-n2cnnn2)c1)C1CCCCC1	3%	-12%	7%	5%	1.2%
O=C(NCc1ccc(Cl)cc1)c1ccc(Cn2cc(C(F)(F)F)ccc2=O)cc1	12%	-13%	2%	5%	i
CC1CN(C2CCCCC2)C(=O)NC1=O (centres undefined)	/	/	/	-6%	1.7%
Cc1ccc(CN2CCSc3ccc(C(=O)NCc4ccco4)cc32)cc1	9%	2%	-6%	3%	3.7%
O=C(CSc1n[nH]c(-c2ccccc2Br)n1)NCCN1C(=O)CSC1=O	-22%	-4%	5%	-4%	2.4%
CC(C)(C)C(=O)NC(=S)Nc1ccccc1C(=O)NC1CCCCC1	23%	4%	1%	-9%	i
COc1ccc(NC(=S)Nc2cccc(C(C)=O)c2)cc1OC	21%	1%	2%	-9%	1.2%
Fc1ccc(-n2ncc3c(SCc4cccnc4)ncnc32)cc1	30%	-4%	-5%	-6%	3.6%
Cc1ccc(S(=O)(=O)N(C)Cc2cc3ccccc3[nH]c2=O)cc1	5%	-10%	0%	0%	2.8%	inhibitors of VEEV 10K pilot screen=1.4

Of the compounds above, 2 have bromine.
SMILES	M. tuberculosis	H37Rv inhibition	Salmonella PhoP GFP	influenza NS1A	inhibitors of VEEV	others
C#CCN1C=CC(=O)[C@@H](OC(=O)NCCC)[C@H]1c1ccccc1Br	/	/	/	-11%	0.6%
O=C(CSc1n[nH]c(-c2ccccc2Br)n1)NCCN1C(=O)CSC1=O	-22%	-4%	5%	-4%	2.4%

(listing goes on)
SMILES	M. tuberculosis	H37Rv inhibition	Salmonella PhoP GFP	influenza NS1A	inhibitors of VEEV	others
Cc1cc2c(sc3c(C)ccc(C)c32)c(C)n1	6%	3%	-8%	-22%	0.8%
CCCN1CCC(NC(=O)Nc2ccc(F)cc2F)CC1	-5%	-21%	12%	0%	2.3%
Cc1ccc(C2CC(C(F)(F)F)n3nc(C(=O)NCc4c(C)nn(C)c4C)c(Cl)c3N2)cc1 (centres undefined)	30%	-2%	-13%&0%	-8%	i
O=C(CSc1ccc(F)cc1)NCC1(N2CCOCC2)CCCCC1	-2%	1%	-3%	-9%	3.2%
COc1ccc(-c2noc(CN(C)Cc3ccccc3)n2)c(OC)c1OC	33%	-1%	-6%	-2%	0.3%
COc1ccc(NC(=O)c2ccc(-c3ccccc3Cl)o2)cc1	15%	0%	-34%	0%	1.6%
COC(=O)CSc1nnc(CNC(=O)c2cc(OC)cc(OC)c2)n1-c1ccc(F)cc1	2%	-2%	9%	-5%	1.3%
Oc1c(CN2CCOCC2)cc(-c2ccccc2)cc1CN1CCOCC1	8%	31%	9%	10%	0.6%
Cc1ccc(NS(=O)(=O)c2ccc(N/N=C/c3ccncc3)c([N+](=O)[O-])c2)c(C)c1	-16%	9%	-4%	5%	0.1%
Cc1cc(/C=C2\SC(=Nc3ccccc3)NC2=O)c(C)n1-c1ccc(S(N)(=O)=O)cc1	41%	?	-6%	-17%	30%
CC(=O)CSc1nc2c(c(=O)[nH]c(=O)n2C)n1CCCc1ccccc1	-15%	3%	-6%	-2%	1.1%
O=C(O)CC(CC(=O)Nc1ccc(-n2ccc(C(F)(F)F)n2)cc1)c1ccccc1 (centres undefined)	-13%	-8%	1%	-3%	2.5%
O=C1COc2ccc(C(=O)COC(=O)CNS(=O)(=O)c3cccc(F)c3)cc2N1	-5%	-8%	/	-14%	8.4%
CC(C)(C)n1ncc2c(=O)n(CC(=O)N3CCCCCC3)cnc21	-18%	-9%	9%	19%	i
Cc1ccc(S(=O)(=O)N2CCOC2CNC(=O)C(=O)NCc2ccc(Cl)cc2)cc1 (centres undefined)	-3%	-3%	2%	17%	i
N#Cc1c(Cl)c(Cl)c2nnc(-c3ccc(Br)cc3)n2c1Cl	-19%	-9%	16%	/	/
CCCC(C)c1nc(C(N)=O)c2[nH]c(=O)n(-c3ccc(OC)cc3OC)c2n1 (centres undefined)	10%	0%	3%	1%	2.6%
O=S(=O)(c1ccc(Cl)cc1)N1CCCc2ccccc21	31%	5%	5%	-11%	2.1%
CC(=O)N1CCSc2ccc(S(=O)(=O)Nc3ccccc3C)cc21	-26%	-4%	3%	4%	1.7%
CCOC(=O)C1=C(O)C(=O)N(CCCn2ccnc2)C1c1ccc(C)cc1 (centres undefined)	9%	0%	-24%	-2%	1.4%	inhibitors of VEEV 10K pilot screen=0.3
COc1ccc(NC(=O)C2CCC(=O)N2S(=O)(=O)c2ccc(C)cc2)cc1Cl (centres undefined)	-10%	4%	-9%	7%	0.9%
CC(=O)Nc1ccc(S(=O)(=O)N(C)CC(=O)NNC(=O)c2cccs2)cc1	-4%	4%	/	-3%	0.7%
CCNC(=O)N1C(CC(=O)OCC)C(=O)NC2CCCCC21 (centres undefined)	0%	2%	20%	-5%	0.4%
O=C(/C=C/c1ccc(F)cc1)N1CCN(c2ccccn2)CC1	62%	4%	-1%	-2%	1.1%
Cc1ccc(NC(=O)CN(C)S(=O)(=O)c2cccc3cccnc23)cc1	/	-10%	-2%	-6%	8.8%
CC(C)OC(=O)c1c(N)n(CCCN2CCOCC2)c2nc3ccccc3nc12	-11%	-1%	5%	9%	1.2%
COc1ccccc1CN1C(=NC(=O)CCC2CCCC2)SC2CS(=O)(=O)CC21 (centres undefined)	-3%	-7%	-4%	4%	0.2%
COc1ccc(-n2nc3c(c2NC(=O)C24CC5CC(CC(C5)C2)C4)CS(=O)C3)cc1 (centres undefined)	/	-2%	/	30%	2.3%
CCOC(=O)C1C(=O)OC2(CCOC(C)(C)C2)C1C(=O)OCC (centres undefined)	-2%	-3%	3%	0%	1.1%
CCC(C)C(N)C1=NC(C(=O)N[C@@H](CC(C)C)C(=O)N[C@H](CCC(=O)[O-])C(=O)N[C@H](C(=O)N[C@H]2CCCCNC(=O)[C@H](CC(N)=O)NC(=O)[C@@H](CC(=O)[O-])NC(=O)[C@H](Cc3cnc[nH]3)NC(=O)[C@@H](Cc3ccccc3)NC(=O)[C@H]([C@@H](C)CC)NC(=O)[C@@H](CCCN)NC2=O)[C@@H](C)CC)CS1.[Zn+2] (some centres undefined)	/	/	/	-18%	1.9%
COC(=O)C1=C(C)NC(=O)/C1=C\c1cccs1	4%	-3%	5%	-1%	3.1%
CCOC(=O)C1CCN(C(=O)Nc2ccc(C)c(Cl)c2)CC1	40%	-10%	4%	2%	i
Cc1ccc(CCN2CCN=C2N(C)C)cc1	-9%	7%	-8%	-12%	0.9%
CCOc1ccc(S(=O)(=O)Nc2cc(OC)ccc2OC)cc1	3%	-6%	-13%	-7%	0.6%
CC(=O)Nc1ccc(NC(=O)CSc2nnc(NC(=O)c3cccc(F)c3)s2)cc1	3%	-12%	-3%	-11%	3.8%
O=C/C(=C\Nc1ccc(Cl)cn1)c1nc2cc(Cl)ccc2o1	58%	15%	-9%	-9%	3.0%
CSc1ccc(S(=O)(=O)N2CCN(Cc3ccc4c(c3)OCO4)CC2)cc1	17%	1%	-6%	-2%	0.7%
c1ccc(-c2nnsc2Sc2ccccn2)cc1	12%	51%	-8%	-14%	3.6%
COc1cc(C(=O)Nc2ccc(S(=O)(=O)N3CCOCC3)cc2)c([N+](=O)[O-])cc1OC	14%	2%	-3%	-4%	1.3%
CC(=O)N1CCN(C(=O)c2ccc(Cl)c(S(=O)(=O)N3CCCC3)c2)CC1	7%	8%	/	-1%	i
COc1ccc(Cc2nnc(N/N=C/c3ccc(O)cc3O)[nH]c2=O)cc1OC	-22%	-4%	-5%	1.8µM*	2.5%
Cc1cc(Cl)ccc1OCC(=O)NNC(=O)C1CSC2(C)CCC(=O)N12 (centres undefined)	-14%	-4%	0%	-17%	4.9%
O=C(NCC(=O)N1CCN(c2ncccn2)CC1)c1ccccc1F	2%	-3%	/	-8%	1.6%
Cc1c(-n2cc(C(=O)c3cc(Cl)ccc3O)cc(C#N)c2=O)c(=O)n(-c2ccccc2)n1C	10%	-5%	-3%	25%	5.0%
CCOC(=O)C1(Cc2cccc(OC)c2)CCN(Cc2ccon2)CC1	10%	2%	-2%	-2%	i

Of the compounds above, these contain a thiophene ring, fused or not:
SMILES	M. tuberculosis	H37Rv inhibition	Salmonella PhoP GFP	influenza NS1A	inhibitors of VEEV	others
Cc1cc2c(sc3c(C)ccc(C)c32)c(C)n1	6%	3%	-8%	-22%	0.8%
CC(=O)Nc1ccc(S(=O)(=O)N(C)CC(=O)NNC(=O)c2cccs2)cc1	-4%	4%	/	-3%	0.7%
COC(=O)C1=C(C)NC(=O)/C1=C\c1cccs1	4%	-3%	5%	-1%	3.1%

Further results.
SMILES	M. tuberculosis	H37Rv inhibition	Salmonella PhoP GFP	influenza NS1A	inhibitors of VEEV	others
O=C(COc1cccc(Cl)c1)N/N=C\c1cc2ccccc2nc1Cl	-1%	-3%	5%	-5%	0.6%
O=C(O)c1ccccc1NS(=O)(=O)c1cccc(N=Nc2c(O)[nH]c(=S)[nH]c2=O)c1	/	/	/	-7%	3.6%
c1ccc(-c2nnc(NC3=NCCC3)o2)cc1	0%	0%	-3%	-1%	1.2%
O=C(Nc1ccc(Cl)cc1)C1C2CCC3C(CCC21)C3(Cl)Cl (centres undefined)	/	/	-3%	2%	3.1%
CS(=O)(=O)N1CCC(C(=O)NCc2ccc(F)cc2Cl)CC1	-6%	-5%	-7%	-3%	i
Cc1cc(Cl)ccc1OC(C)C(=O)NCCCCc1ccccc1 (centres undefined)	49%	28%	0%	-3%	i
COC(=O)c1sc2nc(-c3ccco3)ccc2c1N	52%	-16%	-4%	-7%	3.0%
COc1ccc(N2CC(O)=C(c3nc(-c4ccc(Br)cc4)cs3)C2=N)cc1	-12%	-5%	-4%	-8%	i
Cc1ccc(NC(=O)C(=O)C2C(=O)Nc3ccccc32)cc1 (centres undefined)	25%	-3%	-4%	2%	1.7%
C=CCN1C(=O)/C(=C2/Sc3ccc(OC)cc3N2CC)SC1=S	-26%	-9%	-14%	-5%	i
CSCC(C)N1CCC(CCC(=O)NC2CC2)CC1 (centres undefined)	-8%	2%	2%	-3%	i
CN1C2CCC1CC(NS(=O)(=O)c1cccc(C(F)(F)F)c1)C2 (centres undefined)	-19%	-3%	-5%	-3%	1.4%
O=S(=O)(c1ccccc1)N1CCN(CCc2ccccc2)CC1	-10%	4%	6%	-8%	3.6%
COC(=O)/C=C/c1ccc(OC(=O)OC)c(OC(=O)OC)c1	?	1%	2%	-11%	1.0%
C/C(Cc1ccccc1)=N\NC(=O)CNC(=O)c1cccc(Br)c1	-5%	-3%	-2%	6%	1.3%
CC[n+]1ccccc1/C=C/c1ccc(N(C)C)cc1	/	/	/	8%	i
O=C(O)c1ccccc1C(=O)c1ccc(F)c(F)c1	/	/	/	3%	0.6%
O=C(Nc1ccc2c(c1)CCC2)C1CCN(c2ncccn2)CC1	7%	-12%	-7%	-5%	i
CCN1CCCC1CNC(=O)c1cc2ccc(OC)cc2[nH]1 (centres undefined)	22%	4%	4%	25%	i
CC(=O)Oc1ccccc1C1C[C@]2(C)CC(=O)NC2N1C(C)=O (some centres undefined)	-16%	3%	-5%	5%	0.1%	inhibitors of VEEV 10K pilot screen=0.5
Cc1c(N2C(=O)CS/C2=N\N=C\c2ccccc2O)c(=O)n(-c2ccccc2)n1C	-7%	-4%	-8%	2%	0.5%
NNC(=O)c1[nH]c2ccccc2c1-c1ccccc1	3%	17%	1%	-25%	i
Cc1cc(-n2c(C)cc(C(=O)CSc3nncn3C(C)C)c2C)no1	50%	40%	9%	9%	1.0%
COC(=O)C1CCN(C(=O)COC(=O)COc2ccc(C#N)cc2)CC1	-1%	4%	3%	8%	2.0%
COc1ccc(NC(=O)CS(=O)(=O)Cc2nc(-c3ccc(C)cc3)oc2C)cc1	-15%	0%	7%	-3%	1.7%
CCOc1ccc(NC(=O)CN(C)C(=O)CN2C(=O)NC3(CCCC3)C2=O)cc1OCC	-12%	-3%	0%	-2%	0.3%
Cc1ccc(CNC(=O)Nc2cccc(C)c2)cc1	24%	6%	-5%	-7%	0.2%
